Screens deposited in PubChem BioAssay by Broad Institute.
ARNT-TACC3 inh: disruptors of ARNT/TACC3 protein interaction, primary screen, biochemical, AlphaScreen, single concentration. 390,000 compounds, 0.66% hits. AlphaScreen His-ARNT PAS-B/GST-TACC3 binding, luminescence; TACC3 fragment carries E629A point mutation. AID 623870, 2012. inhibition, % at 9.99 µM;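 active means mean inhibition of replicates at least 50% and at least half of replicates each reaching 50%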;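 further: 0% = complete ARNT plus TACC3 wells and 100% = ARNT alone without TACC3; many hits fall short of the cut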
GSIS activator: GLuc luminescence reporter in INS-1E cells, primary screen for activators of glucose-dependent secretion of insulin | INS-1E GLuc reporter insulin secretion, 2-3 h | 370,000 compounds, 0.61% hits | AID 743287, 2014 | activation, % at 16.6 µM;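 active means lowest replicate activation of at least 40%, so every replicate reaches that level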;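 further: 0% = median of neutral control wells and 100% = median of IBMX positive control wells; some compounds called inactive have numbers as strong as hits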
* marks the source's active call; other numbers are inactive results; & = joins results of further samples. An excerpt; the hit share may differ from the screen's.

canonical_smiles | ARNT-TACC3 inh | GSIS activator
Cc1cc(C)nc(Nc2ccc(C(=O)O)cc2)n1 | -26 | -4
COc1ccc(CCC(=O)Nc2cccc(Cl)c2)cc1 | -12 | -8
CCc1c(C#N)c(SCCC(=O)Nc2cccc(OC)c2)nc2c1C(=O)CC(C)(C)C2 | 0 | -30
CCCSc1nc2c(c(=O)[nH]c(=O)n2C)n1CCc1ccccc1 | -19 | -1
CCOc1ccc(-n2c(SCC(N)=O)nc3c(c2=O)SCC3)cc1 | 3 | -1
O=C1OC(N2CCN(C(=O)c3ccco3)CC2)c2ccccc21 (stereo not drawn) | -2 | 4
COc1ccc(CCNS(=O)(=O)c2cccc(S(=O)(=O)N3CCCC3)c2)cc1OC | -13 | 16
Cc1ccccc1/C=N\NC(=O)c1ccc(Cn2cccn2)o1 | 5 | 8
COc1ccc2cc(C(=O)COC(=O)COc3ccc4c(C)cc(=O)oc4c3)ccc2c1 | -7 | 51
N#Cc1nc(-c2ccco2)oc1NCCN1CCOCC1 | -1 | 15
O=c1nc(N2CCCCCC2)nc(N2CCCCCC2)[nH]1 | 20 | -4
COc1cccc(-n2nnnc2SCC(=O)N2CCCc3ccccc32)c1 | 7 | -18
Cc1cc(C(N)=O)c2cc(Br)ccc2n1 | 0 | 14
Cc1ccc(C(C)C)c(OCc2ccc(-c3nnco3)cc2)c1 | -11 | -34
CCOc1cc(C(=O)Nc2ccc3c(c2)OCO3)ccc1OCCOc1ccccc1Cl | 2 | 33

More entries follow:
canonical_smiles | ARNT-TACC3 inh | GSIS activator
C=CCSc1nnc(-c2cc3c(-c4ccccc4)nn(C)c3s2)n1C | 48* | 9
Cc1ccc(S(=O)(=O)NC2(C(F)(F)F)C(=O)Nc3c2c(=O)n(C)c(=O)n3C)cc1 (stereo not drawn) | 1 | -6
COc1cc(S(=O)(=O)NCc2ccccn2)c(OC)cc1Cl | -4 | 12
Cc1ccccc1N1C(S)=C(C#N)C(=O)NC1c1cccs1 (stereo not drawn) | -5 | -16
CCc1c(C#N)c(SCCC(=O)Nc2ccc(OC)cc2)nc2c1C(=O)CC(C)(C)C2 | -1 | -41
O=C(NCC(c1cccs1)N1CCOCC1)c1ccc(Br)o1 (stereo not drawn) | -2 | -2
Cc1cc(C)nc(SCC(=O)Nc2ccc(Br)cn2)n1 | -1 | 21
COCCNC(=O)C1CCCN(c2ncccn2)C1 (stereo not drawn) | -3 | 12
CCOC(=O)c1nc(N)c(C(=O)OCC)[nH]1 | -2 | 19
O=C(COc1ccccc1Br)N1CCN(c2ccccc2)CC1 | 12 | 5
Cc1ccc(OCCCC(=O)Nc2ccc(N3CCOCC3)cc2)cc1 | 3 | 9
Nc1ccc(-n2nncc2-c2ccco2)cc1 | 3 | -9
CCOC(=O)C(Cc1c[nH]c2ccccc12)NC(=O)c1ccco1 (stereo not drawn) | -17 | -10
Cn1ccnc1SCC(=O)c1cccc(Br)c1 | 6 | 8
O=Cc1cnc(N2CCOCC2)nc1 | 27 | 8

Next part.
canonical_smiles | ARNT-TACC3 inh | GSIS activator
Cc1ccc2nc(SCC(=O)NCC3CCCO3)c(C#N)cc2c1 (stereo not drawn) | 31 | -4
CSc1ccccc1C(=O)Nc1ccc(C)c(C)c1 | -5 | -2
COc1ccc(CCNC(=O)CSc2nc(O)c(CC(C)C)c(=O)[nH]2)cc1OC | 2 | -9
CCC1(NC(C)=O)CC2CC1CC2NC(C)=O (stereo not drawn) | 0 | -5
CN(C)/C=C(\C#N)c1nc2ccccc2[nH]1 | -3 | 3
Cc1sc(NC(=O)c2ccc(Cl)s2)c(C(N)=O)c1C | 2 | 3
Cc1sc(NC(=O)C2CCCCC2C(=O)O)c(C(N)=O)c1C (stereo not drawn) | -6 | -16
c1ccc2c(-c3nc(-c4ccncc4)no3)cccc2c1 | 4 | -5
Cc1nc2nc(-c3ccco3)nn2c(C)c1Cl | 2 | -2
CCOC(=O)c1ccccc1NS(=O)(=O)c1ccc(OCC)cc1 | -14 | -19
Cc1cc2c(cc1C)NC1(C(=O)Nc3ccccc31)C1=C(CC(C)(C)CC1=O)N2 (stereo not drawn) | 4 | -13
CSc1ccc(/C=N/NC(=O)c2cccc(O)c2)cc1 | 7 | 1
CC(NC(=O)c1csc2ccccc12)C1CCCO1 (stereo not drawn) | -10 | 3
Cc1csc(C2=C(O)CN(CCc3ccccc3)C2=N)n1 | -4 | 3
O=C(NCCCN1CCOCC1)c1ccc(Cl)s1 | 23 | 15

Record cards (already shown):
Results for `Cc1csc(C2=C(O)CN(CCc3ccccc3)C2=N)n1` : ARNT-TACC3 inh: -4; GSIS activator: 3
Results for `O=C(NCCCN1CCOCC1)c1ccc(Cl)s1` : ARNT-TACC3 inh: 23; GSIS activator: 15
Results for `c1ccc2c(-c3nc(-c4ccncc4)no3)cccc2c1` : ARNT-TACC3 inh: 4; GSIS activator: -5

Following part.
canonical_smiles | ARNT-TACC3 inh | GSIS activator
CCOc1cc(/C=N/NC(=O)COc2ccc(C)cc2)ccc1OC(=O)c1cccs1 | 4 | -21
Cc1cc2nnc(SCC(=O)N3C(C)CCCC3C)n2c(N)n1 (stereo not drawn) | -6 | 24
CC(C)(C)Cn1c(=O)[nH]c(=O)c2cc([N+](=O)[O-])cnc21 | -2 | 1
CC(=O)CSc1ncnc2nc[nH]c12 | -7 | 15
CC1(C)Cc2ccccc2C(N)=C1C#N | -20 | 23
CCN(CC)Cc1c(O)ccc2c(-c3ccccc3)cc(=O)oc12 | -5 | -14
Cc1cc(C(=O)CSc2nc3ccccc3[nH]2)c(C)n1CC1CCCO1 (stereo not drawn) | 4 | -28
COc1ccc(OCCSc2ncn[nH]2)cc1 | -10 | 10
COc1nonc1NC(=O)CSc1nc2ccccc2[nH]1 | -4 | -19
CCOC(=O)c1c(NC(=O)CC(C)C)sc(C(C)=O)c1C | -5 | 28
COc1ccc(OC)c(NC(=O)C23CC4CC(C2)CC(n2cnc(Br)n2)(C4)C3)c1 | -1 | 3
c1ccc(CCc2nn3c(Cc4ccccc4)nnc3s2)cc1 | 4 | 12
O=C(CCc1ccc(S(=O)(=O)N2CCOCC2)cc1)Nc1nc(COc2ccccc2)cs1 | -3 | -7
CCNC(=O)N1C(=O)C2(OCCO2)c2ccccc21 | -13 | 8
COc1ccc(-n2c(COc3ccc(Cl)cc3)nnc2SCc2ccc(C#N)cc2)cc1 | 3 | 7

Other structures.
canonical_smiles | ARNT-TACC3 inh | GSIS activator
Cc1cccc(OCCn2cc(/C=N/NC(=O)c3ccncc3)c3ccccc32)c1 | 8 | -40
O=[N+]([O-])c1ccc(O)c(/C=N\N=C2c3ccccc3-c3ccccc32)c1 | -19 | 4
COc1cc(NS(=O)(=O)c2ccc(NC(=O)COc3ccc(C)cc3C)cc2)nc(OC)n1 | -6 | 3
Cc1ccc(-c2nnn(CCC(=O)NC(C)(C)C)n2)cc1 | 7 | 10
Clc1ccc(Oc2nc(N3CCOCC3)nc(N3CCOCC3)n2)cc1 | -6 | 5
S=C(Nc1ccccc1Cl)Nc1ccc(Cl)cc1Cl | 0 | 6
O=C(OCCCN=C1NS(=O)(=O)c2ccccc21)c1ccc(F)cc1 | -4 | 24
COc1ccc(/C=C2\CCc3ccccc3C2=O)cc1OC | -13 | 10
Cc1ccc(NC(=O)NC2CCCCC2)cc1Cl | 0 | 5
Cc1sc2ncnc(SCC(=O)NCC(C)C)c2c1C | 4 | 9
COc1ccc(-n2c(C)cc(-c3csc(N)n3)c2C)cc1 | -3 | -19
CCc1c(C)n([O-])c2c([n+]1=O)CCCCC2 | -8 | -1
O=C(c1ccccc1)c1ccc2nc(-c3ccc(NC(=O)c4ccccc4F)cc3)[nH]c2c1 | -4 | 197*
CCOC(=O)c1[nH]c(C)c(C(=O)N(C)C)c1C | 3 | 10
CCOC(=O)N1CCN(S(=O)(=O)c2ccc(F)c(C(=O)Nc3cc(C)cc(C)c3)c2)CC1 | 1 | -14

(further entries)
canonical_smiles | ARNT-TACC3 inh | GSIS activator
CCCC(C)NNC(=O)c1cc2ccccc2[nH]1 (stereo not drawn) | -1 | 2
O=C1COc2ccc(C(=O)CSc3nnc(Cc4cccs4)n3-c3ccc(Cl)cc3)cc2N1 | -14 | -10
COC(=O)c1ccc(CNC(=O)COc2ccccc2Br)o1 | -15 | 1
CCOc1cccc(C(=O)Nc2ccc(N3CCN(S(C)(=O)=O)CC3)cc2)c1 | 3 | 18
Cc1ccc(C)c(N(CC(=O)NN=C2CCCCCCC2)S(C)(=O)=O)c1 | -2 | -7
O=C(Cc1c(O)c2ccccc2[nH]c1=O)NCc1ccccc1F | -1 | 5
Cc1cc(C)c2c(C)nn(C3CCCCC3)c2n1 | -1 | 71*
O=C1c2ccccc2NC(c2c(Cl)cccc2Cl)N1Cc1ccccc1 (stereo not drawn) | -5 | -5
Cc1nnc2ccc(N3CCC4(CC3)OCCO4)nn12 | 7 | 1
O=c1nc(-c2ccccc2)cc(C(F)(F)F)[nH]1 | -2 | -1
Cc1cc(C)n(-c2ccc(C(=O)Nc3ccc4c(c3)OCO4)cc2)n1 | 2 | -3
COc1ccc(S(=O)(=O)N2CCN(CC(=O)Nc3cccc(F)c3)CC2)cc1 | -4 | -9
Cc1ccc2c(CN3CCC(C)CC3)cc(=O)oc2c1 | 1 | 41
COc1ccc(-c2nnn(Cc3ccccc3F)n2)cc1 | -22 | -7
Cc1ccc(C(=O)Nc2ccccc2C(=O)NC(C(=O)O)C(C)C)cc1 (stereo not drawn) | -5&-18 | 8

New compounds follow
canonical_smiles | ARNT-TACC3 inh | GSIS activator
CN(C)c1ccc(-c2nc3ccccc3n2C)cc1 | 7 | 13
COC(=O)c1ccc(COc2ccccc2/C=C(\C#N)C(=O)Nc2ccc(C)cc2)cc1 | -1 | 81
CCN(C(=S)Nc1ccccc1F)C1CCCCC1 | 1 | -1
CCC(Sc1ncccc1C(=O)OC(C)C)C(=O)N1CCOCC1 (stereo not drawn) | 2 | 8
COC(=O)C1=C(C)Nc2nnnn2C1c1ccco1 (stereo not drawn) | -13 | 19
CCCNC(=O)NC(=O)CSc1nc2cc(C(=O)OC)ccc2c(=O)n1-c1ccccc1 | -1 | -46
COc1ccccc1N1CCN(C(=O)c2ccc(C(C)(C)C)cc2)CC1 | -57 | -34
CCOC(=O)C1=C(C)NC(=O)N(C(C)=O)C1c1ccc(Cl)cc1 (stereo not drawn) | 1 | -16
Cc1ccc2cc(C#N)c(SCC(=O)NCc3ccco3)nc2c1 | 2 | 33
CC1=NC(C)Cc2ccccc21 (stereo not drawn) | -3 | 12
O=[N+]([O-])c1cccc(N=NN(CCO)c2cccc([N+](=O)[O-])c2)c1 | -5 | -10
CC(Oc1ccc(Cl)cc1Cl)c1nc(-c2ccccn2)no1 (stereo not drawn) | -3 | -26
Brc1ccc(-c2nc3ccccc3s2)s1 | 12 | -4
Cc1cc(N/C=C\C(=O)c2ccc(Cl)c(Cl)c2)no1 | -7 | 76*
COC(=O)c1ccc(COC(=O)c2ccc(N(C)C)cc2)cc1 | -3 | -4

Next section.
canonical_smiles | ARNT-TACC3 inh | GSIS activator
COC(=O)CCC(=O)NNC(=O)c1ccc(Cl)cc1Cl | -7 | 1
CCOC(=O)c1cc(C(=O)Nc2ccc(C)c(F)c2)nn1C | 8 | -6
Oc1ccc(C=Nc2ccccc2-c2nc3ccccc3[nH]2)cc1 | -21 | 0
CCOC(=O)c1[nH]c2ccc(F)cc2c1NC(=O)C(C)N1CCc2cc(OC)c(OC)cc2C1 (stereo not drawn) | 11 | -9
COc1ccc(-c2nn(-c3ccccc3)cc2/C=N/N=C(N)N)cc1OC | 23 | 7
COc1ccccc1NC(=O)c1ccccc1NS(C)(=O)=O | -6 | 14
O=C(CN(CCc1ccccc1)C(=O)CNS(=O)(=O)c1ccccc1)NCc1ccco1 | -8 | 0
Cc1ccc(S(=O)(=O)N2CCN(C3CC(=O)N(CCc4ccccc4)C3=O)CC2)cc1C (stereo not drawn) | -3 | 9
CC1CC(C)CN(S(=O)(=O)c2ccc(Oc3ccc([N+](=O)[O-])cc3)cc2)C1 (stereo not drawn) | -1 | -33
O=C(CSc1ccc(-c2nc3ccccc3[nH]2)cn1)N1CCN(C(=O)c2ccco2)CC1 | 5 | 2
Cc1ccc(CN(CC2CCCO2)C(=O)CN2C(=O)C(C(C)C)Oc3ccccc32)o1 (stereo not drawn) | -4 | -17
CN1CCN(C(=O)c2cccc(COc3cc(Cl)ccc3Cl)c2)CC1 | -7 | 8
Cn1c(=O)c2cc(NC(=O)c3ccccc3Cl)c(=O)oc2n(C)c1=O | 8 | 23
O=C(CCN1C(=O)c2ccccc2C1=O)Nc1ccccn1 | -4 | 2
COC(=O)C1CCN(CC(N)=O)CC1 | -6 | 3

(cont.)
canonical_smiles | ARNT-TACC3 inh | GSIS activator
O=C(c1nc2nc(-c3ccccc3)cc(C(F)(F)F)n2n1)N1CCCCC1 | 0 | 3
c1ccn2c(c1)nc1c2nc2ccccn21 | 5 | 21
CCOC(=O)CSc1nc(C)c(C(=O)OCC)s1 | 2 | 30
Nc1nnc(SCC(=O)NCc2ccc3c(c2)OCO3)s1 | 0 | 18
O=C(c1ccc2c(c1)OCO2)N(c1ccc(F)cc1)C1C=CS(=O)(=O)C1 (stereo not drawn) | 0 | 34

Random excerpt: 2 records from the list, in no set order.
canonical_smiles | ARNT-TACC3 inh | GSIS activator
Cc1cc(C)n(-c2ccc(C(=O)Nc3ccc4c(c3)OCO4)cc2)n1 | 2 | -3
c1ccn2c(c1)nc1c2nc2ccccn21 | 5 | 21
